From PubChem
MrgX1 ag: agonists of human MrgX1 receptor, primary screen, HEK293 cells, Fluo-4 calcium flux; Mas-related G-protein coupled receptor member X1 (Homo sapiens), Q96LB2; Fluo-4 calcium fluorescence, agonist mode; hits give high values; B-score at 10 µM; 310,000 tested, 0.44% active; AID 588627, 2011;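 active = calcium response B-score plate-corrected fluorescence ratio at least 3 library SD, with starting fluorescence B-score inside 5 SD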
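Test system: HEK293 cells stably expressing human MrgX1 receptor; amount: 15,000 cells per well; doses: compound delivered in addition one of three; times: overnight plating before 1 h dye loading; detection: Fluo-4 NW calcium-flux fluorescence, kinetic read; read-out basis: B-scored fluorescence response ratio; controls: positive and negative controls per plate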
TRPC6 activator: mouse TRPC6 channel activators, primary screen, cell-based, HEK293, membrane potential dye; Short transient receptor potential channel 6 (Mus musculus), Q61143; HEK293-TRPC6 membrane potential dye fluorescence; hits give high values; B-score at 10 µM; 310,000 tested, 0.13% active; AID 2550, 2010;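 active = B-score of the integrated fluorescence ratio above library mean plus 3 SD, and starting fluorescence ratio within library mean plus 5 SD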;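 also: higher score means more depolarization so channel activation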
ANO1 block: TMEM16A chloride channel inhibitors, primary screen, cell-based, HTS. Anoctamin-1 (Mus musculus), Q8BHY3. 310,000 tested, 1.2% active. normalized B-score (activity score, 25-100; higher = stronger inhibition) at 10 µM. HEK293 TMEM16A/YFP iodide influx fluorescence, ionomycin;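 active = ratio plate-corrected score three or more library SD toward inhibition, starting fluorescence score within five deviations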;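 also: score derived from kinetic fluorescence span divided by baseline fluorescence per well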
Target sequence (Q8BHY3 whole entry, looked up): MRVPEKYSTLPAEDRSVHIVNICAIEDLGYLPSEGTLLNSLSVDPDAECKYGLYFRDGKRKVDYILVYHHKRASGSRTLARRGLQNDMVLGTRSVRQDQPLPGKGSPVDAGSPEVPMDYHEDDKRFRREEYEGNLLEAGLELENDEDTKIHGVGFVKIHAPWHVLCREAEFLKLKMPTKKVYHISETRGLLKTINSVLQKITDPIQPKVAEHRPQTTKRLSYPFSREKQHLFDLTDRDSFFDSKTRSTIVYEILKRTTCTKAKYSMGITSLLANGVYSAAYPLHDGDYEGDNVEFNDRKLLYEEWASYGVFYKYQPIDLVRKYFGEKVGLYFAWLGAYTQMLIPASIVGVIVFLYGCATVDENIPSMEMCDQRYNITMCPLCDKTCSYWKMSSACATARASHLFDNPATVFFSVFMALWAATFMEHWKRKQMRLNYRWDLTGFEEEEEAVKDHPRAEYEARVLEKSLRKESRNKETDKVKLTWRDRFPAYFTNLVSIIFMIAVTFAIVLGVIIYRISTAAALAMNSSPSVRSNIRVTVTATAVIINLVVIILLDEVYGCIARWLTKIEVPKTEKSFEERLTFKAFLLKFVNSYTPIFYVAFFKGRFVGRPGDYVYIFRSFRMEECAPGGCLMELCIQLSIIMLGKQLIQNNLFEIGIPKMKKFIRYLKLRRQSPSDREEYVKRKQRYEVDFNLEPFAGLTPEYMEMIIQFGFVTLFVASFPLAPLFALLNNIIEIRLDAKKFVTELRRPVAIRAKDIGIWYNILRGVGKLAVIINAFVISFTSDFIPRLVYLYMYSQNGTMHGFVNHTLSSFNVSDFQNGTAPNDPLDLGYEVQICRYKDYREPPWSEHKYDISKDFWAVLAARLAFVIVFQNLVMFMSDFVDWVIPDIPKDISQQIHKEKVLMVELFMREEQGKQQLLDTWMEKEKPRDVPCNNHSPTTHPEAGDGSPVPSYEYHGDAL
RGS4 block: RGS4 inhibitors, primary screen, cell-based, HEK293 M3R inducible RGS4, calcium flux; Regulator of G-protein signaling 4 (Homo sapiens), P49798; Fluo-4 calcium flux; hits give high values; triggered by carbachol at its EC20; B-score at 10 µM; 310,000 tested, 0.45% active; AID 463165, 2010;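 active = B-score, a plate-corrected calcium signal, over three deviations above library mean, with baseline fluorescence within five deviations of library mean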;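 also: RGS4 expression induced by doxycycline in cells with stable M3 receptor; B-score is computed from the integrated fluorescence ratio over baseline after carbachol; higher B-score means a larger calcium signal and so more RGS4 inhibition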
RGS4 pot: RGS4 potentiators or activators, primary screen, cell-based, HEK293 M3R inducible RGS4, calcium flux | 310,000 tested, 0.92% active | B-score at 10 µM | carbachol calcium flux Fluo4; hits give low values;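 active = B-score of the integrated calcium signal more than 4 SD below the library mean, with starting fluorescence not abnormally high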;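 also: negative B-score means reduced calcium response which marks RGS4 activation or potentiation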
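System – HEK293 FlpIn-TREx cells, stable M3R, doxycycline-inducible RGS4 · Reagent – ECmax carbachol challenge · Times – compound preincubation 20 min at room temperature before agonist · Technique – Fluo4 fluorescence kinetic imaging of calcium · Measure – B score of integrated Fluo4 ratio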
TRPC6 inhibitor: mouse TRPC6 channel inhibitors, primary screen, cell-based, HEK293, membrane potential dye; Short transient receptor potential channel 6 (Mus musculus), Q61143; B-score at 10 µM; ACh-evoked depolarization; hits give low values; AID 2553, 2010; 310,000 tested, 1.1% active;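 active = B-score under library mean minus 3 SD, initial fluorescence not abnormally high, positive integrated signal ratio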;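 also: B-score derived from integrated fluorescence ratio over the kinetic read; more negative B-score means stronger inhibition of depolarization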
MrgX1 antag: antagonists of human MrgX1 receptor, primary screen, HEK293 cells, Fluo-4 calcium flux | Mas-related G-protein coupled receptor member X1 (Homo sapiens), Q96LB2 | 310,000 tested, 1.3% active | B-score at 10 µM | AID 588676, 2011 | BAM8-22 antagonism; hits give low values;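 active = calcium-response B-score plate-corrected more than 3 library SD below zero, starting fluorescence within 5 deviations, no agonist response on first addition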;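 also: peak minus trough fluorescence over baseline after final BAM8-22 challenge near maximal dose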
HDAC3 inhib: HDAC3 deacetylase inhibitors, primary screen, biochemical, fluorescence, cell-free homogeneous; recombinant HDAC3, fluorogenic peptide/trypsin coupled; inhibition, % at 8.3 µM; 320,000 tested, 0.15% active; AID 2718, 2010; in the data active = inhibition above about 26%, passing the limit was not always enough; inconclusive = no clear call, values can overlap the other calls
SKKanGAS inh: S. pyogenes SKKanGAS growth inhibitors in kanamycin, primary screen, streptokinase expression inhibitor project, SKKanGAS strain, BacTiter-Glo luminescence; 6 h; inhibition, % at 7.5 µM; 300,000 tested, 1.3% active;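 active = mean replicate score, as percent of positive control median, at least 50; inconclusive = mean below 50 but one replicate at or above 50; inactive = mean and every replicate below 50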;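 also: strain carries kanamycin resistance gene driven by streptokinase promoter and grows in 40 µg/ml kanamycin; loss of luminescence reflects streptokinase promoter inhibition or plain growth inhibition; 0% = median of DMSO wells and 100% = positive control at its reference dose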
TMEM16A act: TMEM16A chloride channel activators or potentiators, primary screen, cell-based, HTS; 340,000 tested, 0.3% active; B-score at 10 µM; AID 623877, 2012; Anoctamin-1 (Mus musculus), Q8BHY3; HEK293 TMEM16A/YFP-H148Q/I152L, iodide quench fluorescence; hits give low values;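 active = fluorescence-ratio B-score plate-corrected deviation score at least 3 library SD below zero, with starting fluorescence score within 5 deviations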;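 also: channel opened by trigger with iodide after compound preincubation; score built on the fluorescence ratio of max minus min over baseline; more negative score means more quench and so TMEM16A activation or potentiation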
MrgX1 allo act: positive allosteric modulators of MrgX1, primary screen, HEK293 cells, Fluo-4 calcium flux; FDSS; hits give high values; B-score at 10 µM; Mas-related G-protein coupled receptor member X1 (Homo sapiens), Q96LB2; 310,000 tested, 0.63% active;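 active = plate-corrected calcium response at least 3 library SD above typical, normal starting fluorescence, not activating the receptor alone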;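 also: compound read alongside a low EC10 to EC30 dose of BAM8-22 agonist; peak minus trough fluorescence over baseline measured at the second addition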
* hit, by the source's call; i = inactive; u = inconclusive; x = not tested or not shown.

smiles | MrgX1 ag | TRPC6 activator | ANO1 block | RGS4 block | RGS4 pot | TRPC6 inhibitor | MrgX1 antag | HDAC3 inhib | SKKanGAS inh | TMEM16A act | MrgX1 allo act
COc1cccc(C(=O)NCC(=O)N/N=C/c2ccc(OC(=O)c3cccs3)c(OC)c2)c1 | i | i | i | i | i | i | i | -7 | 9 | i | i
CCOC(=O)N1CCC(NC(=O)CSCc2nc(-c3ccc(C)cc3)oc2C)CC1 | i | i | i | i | i | i | i | 3 | 2 | i | i
COc1ccc(CNc2nc(SCc3cc(=O)n4cc(Cl)ccc4n3)nc3ccccc23)cc1 | i | i | i | i | i | i | i | u | 0 | i | i
CC(C)(C)OC(=O)NCCCCC1=CC2=CC(=O)C(C)(OC(=O)c3ccco3)C(=O)C2=CO1 (stereo not drawn) | i | i | i | i | i | i | i | -3 | 17 | x | i
COC(=O)N1CCN(CCc2ccccc2)CC1 | i | i | i | i | i | i | i | 5 | -1 | i | i
COc1cc(C2CC(=O)Oc3c(C(CCN4CCCC(C)C4)c4ccc(N(C)C)cc4)c(OC)cc(OC)c32)cc(OC)c1OC (stereo not drawn) | i | i | i | i | i | i | i | -2 | -2 | i | i
CC(C)OP(=O)(OC(C)C)C(Nc1ccccc1)c1ccccc1C(F)(F)F (stereo not drawn) | i | i | i | i | i | i | i | 23 | -2 | i | i
CCOC(=O)c1c(C)[nH]c(C)c1C(=O)COc1ncnc2ccccc12 | i | i | i | i | i | i | i | -2 | -4 | i | i
CCCN(C(=O)Cn1c(C(F)(F)F)nc2ccccc21)C1CCS(=O)(=O)C1 (stereo not drawn) | i | i | i | i | i | i | i | 1 | 4 | i | i
O=c1cc(CSc2ccccn2)c2ccccc2[nH]1 | i | x | i | x | x | x | i | -2 | x | i | i
COc1ccc(OC)c(NC(=O)CSc2nnc(-c3cccnc3)s2)c1 | i | i | i | i | i | i | i | 0 | -10 | i | i
N/C(=N\OC(=O)CCC1CCCC1)c1cccc([N+](=O)[O-])c1 | i | i | i | i | i | i | i | 1 | 3 | i | i
O=C(COC(=O)c1cncc(Br)c1)NCc1ccccc1 | i | i | i | i | i | i | i | -1 | 1 | i | i
O=C(CSc1nc2ccccc2o1)N/N=C/c1ccccc1C(=O)O | i | i | i | i | i | i | i | 1 | -6 | i | i
CN1CCC(=NNC(=O)C(=O)NC2CCCCC2)CC1 | i | i | i | i | i | i | i | -5 | 5 | i | i
CCC(Sc1ccc2nnc(-c3cccnc3)n2n1)C(=O)O (stereo not drawn) | i | i | i | i | i | i | i | 4 | 1 | i | i
Cc1cc(Cl)c(OCCCn2ccnc2)c(Br)c1 | i | i | i | i | i | i | i | 1 | 0 | i | i
Cc1ccc2nc(-c3sc4nc(C)ccc4c3N)[nH]c2c1 | i | i | i | i | i | i | i | -1 | 7 | i | i
CCn1nc(C(=O)OCC(=O)Nc2ncc(Cl)c(C)c2Cl)c2ccccc2c1=O | i | i | i | i | i | i | i | 2 | 0 | i | i
Cc1ccccc1NC(=S)NC(=O)COc1ccccc1C | i | i | i | i | i | i | i | 2 | 7 | i | i
CCOC(=O)Cn1cnc2c(nnn2-c2ccc(C)cc2)c1=O | i | i | i | i | i | i | i | -4 | 2 | i | i
CN1CCN(C(=O)c2ccccc2NC(=O)c2ccccc2Br)CC1 | i | i | i | i | i | i | i | 0 | -6 | i | i
COc1ccc(/C=N/Nc2cc(C)nc(N3CCOCC3)n2)c(OC)c1 | i | i | i | i | i | i | i | -3 | 8 | i | i
O=C(Nc1ccc2ccccc2n1)Nc1ccccc1F | i | i | i | i | i | i | i | 1 | -6 | i | i
Cc1ccc(-n2nc3c(=O)n(CC(=O)NCc4ccccc4Cl)nc(C)c3c2C)cc1 | i | i | i | i | i | i | i | 1 | 1 | i | i
FC(F)(F)c1cc(-c2ccccc2)nc2ncnn12 | i | i | i | i | i | i | i | -7 | -9 | i | i
COc1ccc(N2CCN(Cc3nc4sc(C)c(C)c4c(=O)[nH]3)CC2)cc1 | i | i | i | i | i | i | i | 1 | 8 | i | i
CCN(CC)CCNC(=O)c1ccc(NC(=O)c2ccc(COc3ccccc3)cc2)cc1 | i | i | i | i | i | i | i | -3 | 1 | i | i
Cc1cc(F)ccc1NC(=O)c1cnccn1 | i | i | i | i | i | i | i | 2 | 1 | i | 11*
O=C(CCC1COc2ccccc2O1)NCc1ccccc1 (stereo not drawn) | i | i | 100* | i | i | i | i | 4 | -1 | i | i
COc1ccc(C(=O)c2sc(Nc3ccccc3)nc2C)cc1 | i | i | i | i | i | i | i | -3 | 11 | i | i
Cn1cc(C(=O)N2CCCCC2)c(=O)c2cc(S(=O)(=O)N3CCCC3)ccc21 | i | i | i | i | i | i | i | 7 | -2 | i | i
COc1ccc(OC)c(NC(=O)NCCc2c[nH]c3ccccc23)c1 | i | i | i | i | i | i | i | -3 | 2 | i | i
O=c1[nH]cnc2scc(-c3ccc(-c4ccccc4)cc3)c12 | i | i | i | i | i | i | i | -7 | 11 | i | i
O=C(O)c1ccc(NS(=O)(=O)c2cc(C(=O)O)ccc2Br)cc1 | i | i | i | i | i | i | i | 13 | -3 | i | i
CCOc1ccc(C(=O)N2CCCC2)cc1 | i | i | i | i | i | i | i | 1 | -3 | i | i
COc1ccc(-c2csc(N3N=C(C)C(C)C3=O)n2)cc1 (stereo not drawn) | i | i | i | i | i | i | i | -1 | 9 | i | i
Cn1ncc([N+](=O)[O-])c1C(=O)Nc1ccccc1Cl | i | i | i | i | i | i | i | 3 | 4 | i | i
COc1ccc(/C=C(\C#N)C(=O)c2cccn2C)cc1 | i | i | i | i | i | i | i | 1 | -3 | i | i
COc1ccc(C(=O)NCCNC(=O)c2cc(OCC(F)(F)F)ccc2OCC(F)(F)F)cc1 | i | i | i | i | i | i | i | 1 | -5 | i | i
CCOC(CCNC(=O)c1cc(-c2cccs2)nc2ccccc12)OCC | i | i | i | i | i | i | i | -36 | -6 | x | i
COc1cc(OC)cc(-c2cc3nc(C4CCN(C(=O)OC(C)(C)C)CC4)cc(=O)n3[nH]2)c1 | i | i | i | i | i | i | i | 3 | 34 | i | i
COc1cc(NC(=O)CSc2ccccc2)c(C(=O)O)cc1OC | i | i | i | i | i | i | i | -3 | -6 | i | i
Cc1cc(OC(=O)c2ccc(Cl)cc2Cl)c([N+](=O)[O-])c(=O)[nH]1 | i | i | i | i | i | i | i | -1 | 0 | i | i
Cc1c(NS(=O)(=O)c2ccc3c(c2)n(C)c(=O)n3C)c(=O)n(-c2ccccc2)n1C | i | i | i | i | i | i | i | -1 | 2 | i | i
CC(=O)Nc1cccc(NC(=O)CCn2c(=O)sc3ccccc32)c1 | i | i | i | i | i | i | i | -2 | -12 | i | i
O=C(O)c1ccccc1C(=O)NCc1ccc2c(c1)OCO2 | i | i | i | i | i | i | i | 1 | -14 | i | i
COc1ccc(CCC(C)NCC(C)c2ccccc2)cc1 (stereo not drawn) | i | i | i | i | i | i | i | -3 | 0 | i | i
Cc1cc(NCc2ccccn2)nc2ccccc12 | i | i | i | i | i | -8.9* | i | -5 | -11 | i | i
Cc1cnc(C(=O)OCC(=O)NC2CCCC(C)C2C)cn1 (stereo not drawn) | i | i | i | i | i | i | i | -5 | -7 | i | i
COc1ccc2nc(NC3=NCCC3)sc2c1 | i | i | i | i | i | i | i | 9 | 2 | i | i
CN(C)NC(=S)Nc1cccc(Cl)c1 | i | i | i | i | i | i | i | -3 | -3 | i | i
Cc1cc(N2CCN(C(=O)OC(C)(C)C)CC2)n2ncnc2n1 | i | i | i | i | i | i | i | 0 | -1 | i | i
Cc1cc(C)c(NC(=O)CN2CCOCCOCCOCCOCC2)c(C)c1 | i | i | i | i | i | i | i | 8 | -4 | i | i
CCOC(=O)C1CCN(C(=O)COc2cc(C)c(Br)cc2C)CC1 | i | i | i | i | i | i | i | 7 | -5 | i | i
Oc1ccc(CN2CCN(Cc3ccccc3)CC2)c2cccnc12 | i | i | i | i | i | i | i | 4 | 6 | i | i
O=C(OCc1ccc(Br)cc1)c1ccncc1 | i | i | i | i | i | i | i | 2 | -1 | i | i
COc1ccc(NS(=O)(=O)c2cccc(NC(=O)CNC(C)=O)c2)cc1 | i | i | i | i | i | i | i | -1 | -2 | i | i
O=C(N/N=C/c1ccc(O)cc1O)NC12CC3CC(CC(C3)C1)C2 | i | i | i | i | i | i | i | -3 | 14 | i | i
O=C(O)CCC1(c2ccccc2)NC(=O)NC1=O (stereo not drawn) | i | i | i | i | i | i | i | 8 | 0 | i | i

Going on with the list:
smiles | MrgX1 ag | TRPC6 activator | ANO1 block | RGS4 block | RGS4 pot | TRPC6 inhibitor | MrgX1 antag | HDAC3 inhib | SKKanGAS inh | TMEM16A act | MrgX1 allo act
COC(=O)c1ccc2[nH]c(C(C)(C)O)c(C)c2c1 | i | i | i | i | i | i | i | 6 | -3 | i | i
CC(=O)c1ccc(NC(=O)c2ccc([N+](=O)[O-])o2)cc1 | i | i | i | i | i | i | i | -2 | 9 | i | i
CCOC(=O)c1nnn(CC(=O)NC(=O)Nc2ccc(F)cc2)c1C(=O)OCC | i | i | i | i | i | i | i | 1 | -5 | i | i
Oc1c(Br)cc(Br)cc1C=Nc1cccc2ncccc12 | i | i | i | i | i | i | -7.1* | -8 | 24 | i | i
COc1cc(C(=O)O)c([N+](=O)[O-])c(OC)c1OC | i | i | i | i | i | i | i | 1 | -2 | i | i
COCCCn1c(=O)c2sccc2n2c(CCCC(=O)N3CCN(c4ccccn4)CC3)nnc12 | i | i | i | i | i | i | i | 1 | -2 | i | i
CC(C)CCNC(=S)Nc1ccccn1 | i | i | i | i | i | i | i | 6 | -2 | i | i
